# BLM helicase inh: qHTS Assay for Inhibitors of Bloom's syndrome helicase (BLM); recombinant BLM DNA unwinding, fluorescence dequenching; Potency, µM (doses to about 56.1 µM), for the others: at the highest dose activity change, negative = inhibition, actives largely listed as inhibitors; 350,000 tested, 0.2% active; RecQ-like DNA helicase BLM (Homo sapiens), P54132;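 further: potency means the concentration at half of the fitted maximal effect; plate controls were vehicle for no effect and no enzyme for full effect; nearly all actives have a fitted effect of over 35% in size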
# APEX1 inh: qHTS Assay for Inhibitors of the Human Apurinic/apyrimidinic Endonuclease 1 (APE1); AID 2517, 2012; 350,000 tested, 0.35% active; recombinant APE1, TAMRA/BHQ-2 abasic DNA cleavage fluorescence; Potency, µM (top dose mostly 65.8 µM), for inactives: at the top dose activity change, negative = inhibition, hits mostly inhibitors;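 further: potency means the concentration at half of the fitted maximal effect; plate controls were vehicle for no effect and reference inhibitor for full effect; nearly all actives have a fitted effect of over 55% in size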
#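 Measures dequenching upon AP-site incision of a 5'-TAMRA/3'-BHQ-2 THF-containing duplex, 50 nM; human APE1 0.75 nM after 15 min room-temperature exposure to compound; kinetic three-point read at one-minute spacing.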
# POLK inh: qHTS for Inhibitors of Polymerase Kappa; Potency, µM (titrated, usually from 107 µM), inactives show at the highest dose activity, negative = inhibition, usual class: inhibitors; AID 588579, 2011; purified Pol kappa, fluorescent DNA synthesis assay, 10 min; 400,000 tested, 0.53% active; further: potency means the concentration at half of the fitted maximal effect; on the % scale 0 is the no-effect control and ±100 the full control effect
#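 Activity was followed as the change in fluorescence between reads at 0 and 10 min after starting the reaction with 50 nM substrate. Beforehand, 10 nM polymerase had been preincubated with compound for 15 min at room temperature.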
# Tb PGK inh: qHTS Assay to Find Inhibitors of Phosphoglycerate Kinase. Phosphoglycerate kinase, glycosomal (Trypanosoma brucei brucei), P07378. PGK/GAPDH coupled, Kinase-Glo luminescence, 60 min. Potency, µM (doses to about 57.5 µM), for inactives: top-dose activity change, negative = inhibition, usual class: inhibitors. 380,000 tested, 0.043% active. AID 602233, 2012; further: potency means the concentration at half of the fitted maximal effect; on the % scale 0 is the no-effect control and ±100 the full control effect; nearly all actives have a fitted effect of over 60% in size
#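 Luminescent ATP detection (Kinase-Glo Plus) follows a 60-minute room-temperature incubation, with wells lacking PGK as controls. Buffer: 100 mM TEA (pH 7.6), 5 mM MgCl2, 0.01% Tween-20. Coupling enzyme GAPDH (100 nM final) supplies unstable 1,3-BPG in-well.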
# RXFP1 antagonist: qHTS Assay for Antagonists of the Relaxin Receptor RXFP1 | activity change, negative = inhibition, % at 57.5 µM | Relaxin receptor 1 (Homo sapiens), Q9HBX9 | AID 1259400, 2018 | HEK293-RXFP1, relaxin-stimulated cAMP HTRF, 30 min; stronger effect = lower value | 350,000 tested, 0.59% active;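 active means activity change of -60% or lower, but not beyond a set lower limit; inconclusive means change between -60% and -40%, or beyond the set limit; inactive means change above -40%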; further: on the % scale 0 is the no-effect control and ±100 the full control effect
# POLH inh: qHTS for Inhibitors of Polymerase Eta; DNA polymerase eta (Homo sapiens), Q9Y253; recombinant Pol eta, fluorescent DNA replication assay; 390,000 tested, 1.2% active; AID 588591, 2011; Potency, µM (series often up to 114 µM), inactives show at the highest dose activity change, negative = inhibition, most hits filed as inhibitors; further: potency means the concentration at half of the fitted maximal effect; on the % scale 0 is the no-effect control and ±100 the full control effect
#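 Pol eta (10 nM) was preincubated with compounds for 15 min at room temperature, after which fluorescent replication substrate (50 nM final) was added to start the reaction. Fluorescence was read kinetically at 0 and 10 min.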
# Pol beta inh: qHTS Assay for Inhibitors of DNA Polymerase Beta | P06746 | Pol beta primer extension/strand displacement, fluorescence kinetic | Potency, µM (top dose mostly 114 µM), for the others: at the top dose activity change, negative = inhibition, actives largely listed as inhibitors | 340,000 tested, 1.3% active | AID 485314, 2010; further: potency means the concentration at half of the fitted maximal effect; on the % scale 0 is the no-effect control and ±100 the full control effect
#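 Pol beta (10 nM) and compounds were preincubated 15 min at room temperature, then 50 nM substrate (final) started primer extension/strand displacement. Reads were taken at 0 and 10 min; concentration-response data were fitted to a four-parameter Hill equation.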
# Pol iota inh: qHTS for Inhibitors of Polymerase Iota; Pol iota fluorescent replication assay, 10 min; 390,000 tested, 1% active; DNA polymerase iota (Homo sapiens), Q9UNA4; Potency, µM (doses to about 115 µM), without a hit: top-dose activity, negative = inhibition, hits mostly inhibitors; AID 588590, 2011; further: potency means the concentration at half of the fitted maximal effect
# Target sequence (Q9UNA4 whole entry, looked up): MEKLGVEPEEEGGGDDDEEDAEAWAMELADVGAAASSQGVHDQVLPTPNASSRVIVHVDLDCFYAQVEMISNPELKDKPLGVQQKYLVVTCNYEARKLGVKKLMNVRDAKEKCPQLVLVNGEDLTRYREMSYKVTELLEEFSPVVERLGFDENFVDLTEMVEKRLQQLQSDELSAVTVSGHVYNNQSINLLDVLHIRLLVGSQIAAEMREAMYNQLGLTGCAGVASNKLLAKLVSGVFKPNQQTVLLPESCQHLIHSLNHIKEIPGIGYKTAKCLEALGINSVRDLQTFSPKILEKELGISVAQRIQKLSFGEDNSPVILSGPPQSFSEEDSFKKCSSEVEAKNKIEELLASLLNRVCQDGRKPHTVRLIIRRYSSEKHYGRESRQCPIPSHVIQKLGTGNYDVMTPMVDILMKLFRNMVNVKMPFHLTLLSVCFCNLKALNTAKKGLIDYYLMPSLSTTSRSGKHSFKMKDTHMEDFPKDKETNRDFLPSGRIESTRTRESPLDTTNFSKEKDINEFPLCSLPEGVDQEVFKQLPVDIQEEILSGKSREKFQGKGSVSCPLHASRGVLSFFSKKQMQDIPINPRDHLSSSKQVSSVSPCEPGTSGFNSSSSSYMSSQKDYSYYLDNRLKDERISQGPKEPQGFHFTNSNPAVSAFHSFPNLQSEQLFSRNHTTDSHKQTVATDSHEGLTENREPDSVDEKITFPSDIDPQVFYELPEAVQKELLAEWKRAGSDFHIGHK
#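 Fluorescent replication assay read twice, at 0 min and 10 min after adding 50 nM (final) substrate. Enzyme (10 nM) and compounds were first incubated 15 min at room temperature; enzyme-free buffer wells were negative controls.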
# Anesthetic bind: qHTS Assay for Identification of Novel General Anesthetics; Ferritin light chain (Equus caballus), P02791; apoferritin/1-aminoanthracene competitive binding, fluorescence; Potency, µM (doses to about 77.5 µM), without a hit: at the top dose activity change, negative = displacement, most hits filed as inhibitors; 350,000 tested, 0.074% active; AID 485281, 2010; further: potency means the concentration at half of the fitted maximal effect; on the % scale 0 is the no-effect control and ±100 the full control effect; nearly all actives have a fitted effect of over 20% in size
# Target sequence (P02791 2-175 limits assumed): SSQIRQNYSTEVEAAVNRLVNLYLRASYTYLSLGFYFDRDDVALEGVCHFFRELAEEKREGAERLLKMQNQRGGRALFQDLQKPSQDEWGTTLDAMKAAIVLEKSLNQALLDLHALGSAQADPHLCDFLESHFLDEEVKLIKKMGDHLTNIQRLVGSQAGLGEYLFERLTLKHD
#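 Horse-spleen apoferritin (10 uM) in 50% saturated 1-aminoanthracene in PBS was incubated 10 min at room temperature with compound. Fluorescence (ex 380, em 535 nm) was normalized to free and bound 1-AMA, with concentration-response fitted by a four-parameter Hill equation.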
# * = called active by the depositor; i = inactive; ? = inconclusive; . = no result given; [ ] = another dose, or the depositor's remark. Unless noted, the call rests on the fitted dose curve; in most records, active means well fitted curve in the direction sought with a large enough effect; inconclusive means small, poorly fitted or top-dose-only effect, or another doubt; inactive means no such curve, though single readings can be large; an effect the other way counts as inactive or inconclusive.
SMILES,BLM helicase inh,APEX1 inh,POLK inh,Tb PGK inh,RXFP1 antagonist,POLH inh,Pol beta inh,Pol iota inh,Anesthetic bind
CCOC(=O)C1CCN(CC(=O)Nc2c(C(=O)OC)[nH]c3ccc(Cl)cc23)CC1,-3%,-3%,-16%,6%,-1,-15%,-5%,0%,10%
COc1ccc(NC(=O)C(NS(=O)(=O)c2cccc3nsnc23)C(C)C)cc1OC (stereo not drawn),-1%,.,-8%,9%,-8,-11%,14%,19%,-2%
COc1cccc(-c2ccc(=O)n(CC(=O)NCCN3CCOCC3)n2)c1,-2%,4%,1%,-9%,15,-10%,0%,3%,-10%
COc1ccc(OCc2ccc(-c3nc(C#N)c(N4CCCCC4)o3)o2)cc1,-7%,.,1%,6%,-12,-7%,-18%,4%,295%[activator]
NS(=O)(=O)c1ccc(CCNC(=O)c2cc([N+](=O)[O-])ccc2N2CCCCC2)cc1,0%,-6%,1%,-10%,?,-21%,0%,48%[activator],-22%
CCc1sc(C(=O)Nc2ccc(NC(C)=O)cc2)cc1C,-7%,5%,-17%,-5%,-8,-4%,1%,?,-6%
O=C(CCCCCNc1nc(=S)[nH]c2ccccc12)NCCc1ccccc1,1%,14%,-23%,-5%,?,-5%,19%,-4%,2%
Cc1c(C(=O)N2CCN(C)CC2)oc2ccc(S(=O)(=O)N3CCOCC3)cc12,-1%,-5%,4%,-12%,-9,-13%,23%,17%,-9%
CC(=Nc1cc(C(=O)c2ccccc2)ccc1N)C1=C(O)CC(C)(C)CC1=O,1%,3%,-5%,i,1,-13%,-13%,52%[activator],6%
COc1ccc(NC(=S)NCc2ccccn2)cc1OC,-24%,1%,-18%,5%,3,3%,20%,17%,-6%
O=C(O)CC(Sc1n[nH]c(=S)s1)C(=O)O (stereo not drawn),3%,?,-21%,-1%,15,25%,25µM*,?,30%
CN(CC(=O)Nc1c(Cl)cccc1Cl)C(=O)C1CSC2(C)CCC(=O)N12 (stereo not drawn),.,13%,-8%,-9%,-5,-4%,.,33%[activator],.
COc1ccccc1/C=C(/NC(=O)c1ccccc1)C(=O)NCCN1CCOCC1,3%,1%,-6%,-3%,1,-5%,48%,7%,-4%
CC(=O)N1C(C(=O)O)CSC1c1ccc(C)cc1 (stereo not drawn),1%,-8%,-4%,i,.,0%,20%,-12%,1%
C#CC[N+](CC)(CC)CC#Cc1cccc(Cl)c1,-9%,3%,-9%,-4%,6,1%,27%,8%,-10%
O=C(NNC1=Nc2cc([N+](=O)[O-])ccc2OC1)c1ccccc1Cl,-2%,-7%,3%,-2%,-10,-2%,29%,4%,5%
O=C(CSc1nc(-c2cccs2)nc2cc(=O)[nH]n12)Nc1ccccc1Cl,-1%,.,-37%,?,-9,-27%,-24%,?,-9%
COc1cccc(/C=N/NC(=O)CC2C(=O)NN=C2C)c1O (stereo not drawn),-2%,2%,5%,-7%,9,-10%,15%,-10%,-13%
CC[C@]12c3[nH]c4ccccc4c3CCN1C(=O)C(CC(=O)NCCC1=CCCCC1)C[C@@H]2C(=O)N1CCN(C(=O)C2CC2)CC1 (stereo partly drawn),.,14%,-10%,5%,.,-12%,.,10%,.
CC(C)(C)OC(=O)NCCCC[C@H](NC(=O)c1nc[nH]c1C(=O)N1CCN(C(=O)OC(C)(C)C)CC1)C(=O)OC(C)(C)C,-2%,5%,-25%,1%,.,-10%,-25%,20%,?
Cc1c(NC(=S)N/N=C/c2ccc(O)cc2)c(=O)n(-c2ccccc2)n1C,0%,2%,-1%,.,-18,-12%,18%,37%[activator],-9%
O=C(c1nc2ccc(Cl)cn2c1CN1CCC(CO)CC1)N1CCc2ccccc2C1,-4%,16%,0%,2%,-4,-18%,7%,28%,-7%
Cc1ccc(/C=N/NC(=O)Cc2ccc(Cl)cc2)c(O)c1,-18%,?,-9%,-7%,-27,-19%,?,-26%,-14%
Cc1ccc(Cn2c(=O)n(Cc3ccco3)c(=O)c3sc4ccccc4c32)cc1,-2%,.,-14%,5%,.,-1%,-2%,7%,8%
Cc1cc(NC(=O)Nc2nc3c(s2)CCCCCC3)ccc1Br,-6%,.,-9%[60.1 µM],i,-5,4%,12%,-6%,-10%
COC(=O)c1c(C)[nH]c(C(=O)OCc2ccc(F)cc2)c1C,-3%,2%,2%,-9%,-2,-13%,2%,8%,-9%
COc1cccc(NC(=O)C(c2ccccc2)N2CCCC2)c1 (stereo not drawn),2%,-2%,-8%,-8%,-7,11%,21%,164%[activator],-6%
O=C(NCCc1ccccc1)C(=O)Nc1ccc2c(c1)OCCO2,-2%,14%,-8%,-4%,5,-11%,35%,23%,-4%
O=C(NCCCN1CCCC1=O)c1cccc(N2CCCC2=O)c1,-1%,4%,-7%,-12%,2,8%,24%,10%,6%
COc1ccccc1N=C(C)C1=C(O)CSC1=O,-1%,-2%,-5%,-3%,1,-1%,7%,22%,-22%
COc1ccccc1NC(=O)C(=O)NNS(=O)(=O)c1ccc2ccccc2c1,-4%,-2%,4%,-7%,-20,3%,-25%,-8%,-9%
Cc1cccc2c1CC(C)(C)NC2=C(C#N)C#N,-5%,0%,-3%,6%,11,-13%,-1%,156%[activator],-9%
O=C(NCc1ccccc1)C(c1ccc(F)cc1)N(C(=O)c1csnn1)C1CC1 (stereo not drawn),3%,-10%,-14%,-1%,-18,-8%,7%,22%,3%
O=C(Cc1c(F)cccc1Cl)Nc1nccs1,-4%,30%,-1%,-10%,5,11%,0%,130%[activator],-20%
O=C(CSc1nc2c(c(=O)[nH]1)CCCC2)Nc1ccc(Br)cc1,-1%,.,1%,.,0,.,3%,33%[activator],-4%
O=C(Nc1nnc(-c2ccccc2Cl)o1)c1cc2cc([N+](=O)[O-])ccc2s1,-2%,13%,.,.,.,.,12%,.,-3%
CCOC(=O)N1CCC(NC(=O)C2CCN(C(=O)N3CC(C)Oc4ccccc43)CC2)CC1 (stereo not drawn),-2%,18%,-2%,11%,-1,-4%,16%,6%,-15%
N#CC1=C(N)Oc2cc(N)ccc2C1c1cccc(F)c1 (stereo not drawn),-3%,5%,-15%,2%,6,-4%,27%,-4%,3%
Cc1cc(C(c2ccc(C)o2)c2ccc(C)o2)c(O)c([N+](=O)[O-])c1,-10%,12%,-11%,10%,-19,-19%,6%,?,?
COc1ccc(N(C)S(=O)(=O)c2ccc3c(c2)CCN3C(=O)CCC(=O)O)cc1,0%,.,-11%,i,.,-17%,0%,34%[activator],-8%
COc1cc(C(c2sc3nc(C)nn3c2O)N2CCc3ccccc3C2)cc(OC)c1OC (stereo not drawn),-2%,1%,-16%,8%,12,-2%,0%,11%,-2%
Oc1ccccc1Nc1nc2ccccc2n2nnnc12,-4%,.,-7%,.,-18,.,-11%,-16%,3%
O=C(c1c(F)c(F)c(F)c(F)c1F)N(Cc1ccccc1)Cc1ccccc1,-9%,4%,1%,-1%,-12,-16%,23%,-5%,-1%
COc1ccc(-c2csc3ncnc(NCCCO)c23)cc1,2%,0%,2%,-4%,4,-18%,20%,7%,3%
CC1(C)OC(c2ccccc2)=C/C(=C/C=Nc2ccccc2)O1,-4%,-3%,-2%,1%,-2,-11%,3%,?,-18%
Cc1ccc(S(=O)(=O)c2c(C)nn(C(C)(C)C)c2OC(=O)c2ccco2)cc1,-13%,6%,-19%,2%,8,-24%,10%,3%,-16%
COC(=O)c1ccc(CSc2nc3c([nH]c4ccccc43)c(=O)n2-c2ccc(Cl)cc2)o1,-1%,.,-5%[60.1 µM],-9%,.,-10%,-1%,2%,?
COc1cccc(-c2cc(C(F)(F)F)nc(NCCc3ccc(OC)c(OC)c3)n2)c1,-10%,.,-2%,-6%,.,-8%,-2%,-2%,6%
CCOC(=O)N1CCN(C(=S)NC(=O)c2ccnn2C)CC1,0%,4%,-8%,-9%,2,-19%,1%,173%[activator],28%
CCCCCN(C(=O)CCCSc1nncs1)c1c(N)n(CCCC)c(=O)[nH]c1=O,-1%,-7%,-13%,-3%,8,-22%,16%,-2%,-5%
COc1ccc(C(=O)/C=C/N(C)C)cc1,-6%,-7%,-19%,-5%,-8,3%,-1%,3%,-3%
O=C(NN1CCOCC1)c1cccc(F)c1,.,.,1%,0%,1,-18%,.,17%,.
O=C(O)CNS(=O)(=O)c1ccc2c(c1)C(=O)c1cc(S(=O)(=O)NCC(=O)O)ccc1-2,-2%,26%,0%,-7%,2,-7%,3%,-6%,-1%

# Some of the compounds tested; count on the stated rates, not on these rows.
